CRFBP-R2 agonist – agonists of CRF-BP/CRF-R2 complex, primary screen, cell-based, HEK293, calcium dye fluorescence, uHTS; CRF-binding protein / CRF receptor 2 complex (human); calcium dye fluorescence (FLIPR); percent of saturating CRF peptide response; activation, % at 13.2 µM; 0.46% of 350,000 active;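 active means activation of at least 50%, plus an integration ratio under a set limit after plate pattern correction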;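 further: plate controls were neutral control wells without compound for no effect and CRF at EC100 for full effect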
HCV NS3 hel inh – inhibitors of HCV NS3 helicase, primary screen, biochemical, Cy5 molecular beacon fluorescence | Hepatitis C virus NS3 helicase | NS3 helicase DNA unwinding | inhibition, % at 10.9 µM | 0.56% of 290,000 active;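 active means inhibition above the mean of all tested compounds plus 3 SD, set per campaign, cut at about 35% in these data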;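 further: 0% = DMSO wells and 100% = thioflavine S control wells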
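Assay system – hepatitis C virus NS3 helicase domain fragment enzyme · Buffer or medium – MOPS pH 6.5, MgCl2, DTT, Tween20, BSA · Reagent – Cy5/quencher beacon DNA duplex and ATP to start · Compound – single 10.9 µM dose · Timing – 1 h at 25 °C · Technique – Cy5 beacon fluorescence read at start and 1 h · Measure – % inhibition of unwinding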
SUMO HTRF inh – inhibitors of in vitro SUMOylation cascade, primary screen, biochemical, HTRF, uHTS. HTRF SUMOylation assay, SAE1/SAE2 + UBC9. SUMO-conjugating enzyme UBC9 (Homo sapiens), P63279. inhibition, % at 35 µM. AID 2006, 2009. 0.36% of 290,000 active; in the data active means inhibition above about 50%, passing the limit was not always enough; further: strong numbers were not always called active
Target sequence (P63279 whole entry, looked up): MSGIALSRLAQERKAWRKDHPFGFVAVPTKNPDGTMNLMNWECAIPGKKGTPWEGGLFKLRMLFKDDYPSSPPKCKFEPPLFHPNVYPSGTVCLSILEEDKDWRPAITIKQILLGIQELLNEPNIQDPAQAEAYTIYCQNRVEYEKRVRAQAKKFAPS
MEKK2wt PB1 HTS – modulators of MEK5 binding to wildtype MEKK2, primary screen, biochemical, multiplex bead flow cytometry, Alexa488-MEK5; Mitogen-activated protein kinase kinase kinase 2 (Homo sapiens), Q9Y2U5; Alexa488-MEK5 binding to MEKK2 WT; actives lie on both sides; binding response (% of control), % at 10 µM; 1.1% of 290,000 active; in the data active means binding response below about 67% or above about 130%
MEKK2 mut-MEK5 – MEK5 binding signal on mutant MEKK2 PB1, primary screen, biochemical, multiplex bead flow cytometry, Alexa488-MEK5. 0.35% of 290,000 active. Alexa488-MEK5 binding to MEKK2 mutant. AID 1530, 2009. percent response, % at 10 µM; in the data active means percent response above about 24%, passing the limit was not always enough; further: inactives centre near 1; some results filed as inactive read as strong as hits; reference of the scale not given here
CRFR2-BP antag – antagonists of CRF-BP/CRF-R2 complex, primary screen, cell-based, HEK293, calcium dye fluorescence, uHTS; CRF-induced calcium fluorescence; inhibition, % at 11.8 µM; 0.59% of 350,000 active;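 active means inhibition of the ligand-induced calcium signal above about 50% at the single tested concentration, limit read from the data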
MEKK3 PB1 HTS – modulators of MEKK3-MEK5 PB1 binding, primary screen, biochemical, wildtype MEKK3, multiplex bead flow cytometry, Alexa488-MEK5; Mitogen-activated protein kinase kinase kinase 3 (Homo sapiens), Q99759; bead-based flow cytometry, Alexa488-MEK5 binding to MEKK3; actives lie on both sides; 0 = blocked by unlabeled MEK5, 100 = vehicle; binding response (% of control), % at 10 µM; 1.4% of 290,000 active;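 active means binding response more than 3 SD above or below the average of its plate-row segment, actives on both sides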;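 further: Alexa488 bead fluorescence after subtracting the streptavidin-only scavenger bead signal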
Target sequence (Q99759 whole entry, looked up): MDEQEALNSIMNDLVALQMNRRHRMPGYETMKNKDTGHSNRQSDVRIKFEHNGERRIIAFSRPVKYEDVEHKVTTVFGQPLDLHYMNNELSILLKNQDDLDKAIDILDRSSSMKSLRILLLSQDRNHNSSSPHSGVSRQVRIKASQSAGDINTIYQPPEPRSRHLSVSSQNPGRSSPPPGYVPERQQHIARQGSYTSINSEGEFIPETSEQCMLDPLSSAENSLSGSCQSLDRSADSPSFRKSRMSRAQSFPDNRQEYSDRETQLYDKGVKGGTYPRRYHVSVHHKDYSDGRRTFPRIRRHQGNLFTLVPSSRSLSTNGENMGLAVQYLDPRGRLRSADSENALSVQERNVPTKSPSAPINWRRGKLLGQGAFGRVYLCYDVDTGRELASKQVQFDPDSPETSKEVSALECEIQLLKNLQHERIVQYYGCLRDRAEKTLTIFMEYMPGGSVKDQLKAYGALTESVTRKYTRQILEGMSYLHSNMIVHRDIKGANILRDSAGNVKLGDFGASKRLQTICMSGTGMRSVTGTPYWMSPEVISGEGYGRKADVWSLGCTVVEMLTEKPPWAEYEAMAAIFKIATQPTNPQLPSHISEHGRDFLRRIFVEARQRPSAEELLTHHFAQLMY
DNA FID counter – compounds displacing fluorescent DNA intercalator, primary screen, artefact control for HCV NS3 helicase inhibitor project, biochemical, FID fluorescence. DNA fluorescent intercalator displacement. inhibition, % at 7.9 µM. 0.17% of 290,000 active; in the data active means inhibition above about 37%;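 further: 0% = vehicle and 100% = reference compound; higher means more ethidium bromide displaced from hairpin DNA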
GalR3 antagonist – GalR3 antagonists in HEK293 cells, primary screen, cell-based, fluorescence readout; 0.44% of 360,000 active; Galanin receptor type 3 (Homo sapiens), O60755; HEK293 GalR3-CNG cAMP membrane potential fluorescence; galR3 body fused to GalR1 C-terminus; AID 651719, 2012; inhibition, % at 3 µM;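 active means inhibition above the screen-wide average plus 3 SD, cut at about 13% in these data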;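 further: forskolin and galanin both at EC90 stimulate the cells; cAMP rise reported by CNG channel membrane potential dye signal; 0% = forskolin plus galanin with DMSO and 100% = forskolin alone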
Target sequence (O60755 1-299 limits assumed): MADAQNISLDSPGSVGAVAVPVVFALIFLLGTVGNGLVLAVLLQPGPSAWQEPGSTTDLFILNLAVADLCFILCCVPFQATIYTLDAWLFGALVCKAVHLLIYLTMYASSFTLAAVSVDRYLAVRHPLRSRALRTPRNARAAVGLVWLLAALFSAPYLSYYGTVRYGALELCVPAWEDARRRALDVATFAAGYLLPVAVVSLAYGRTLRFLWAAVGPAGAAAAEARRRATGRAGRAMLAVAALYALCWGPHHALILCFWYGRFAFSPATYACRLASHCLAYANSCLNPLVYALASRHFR
The depositor's hits bear a star; / = not tested or not shown. Only part of the results is shown; count on the stated rates, not on these rows.

molecule,CRFBP-R2 agonist,HCV NS3 hel inh,SUMO HTRF inh,MEKK2wt PB1 HTS,MEKK2 mut-MEK5,CRFR2-BP antag,MEKK3 PB1 HTS,DNA FID counter,GalR3 antagonist
Brc1ccc2c(c1)OCCOCCOCCOCCOCCO2,-2.6,1,6,99,6,4,93,2,-3
O=C(NCC1CCCO1)c1ccc2c(c1)N(Cc1ccccc1)CCS2 (centres undefined),-0.8,-10,21,100,0,-11,97,-39,0
CC(Oc1ccc2c(-c3ccccc3)cc(=O)oc2c1)C(=O)NCCCn1ccnc1 (centres undefined),-1.1,-28,9,107,3,6,103,4,-3
Cc1oc2ccc(O)c(CN3CCOCC3)c2c1C(C)O (centres undefined),-3.3,-5,15,96,2,10,98,-3,-1
Cc1ccc(CNC(=O)N2CCN(C)CC2)cc1,-1.8,-1,-8,102,-3,1,98,0,-12
COc1ccc2c(c1)[nH]c(=O)c1sc3ccccc3c12,2.4,1,-1,111,14,12,113,-2,/
C=CCN1CCN(C(=O)c2c(-c3ccccc3)noc2C)CC1,-0.7,-10,-3,100,0,-1,97,-6,0
COc1cccc(C(=O)N[C@@H](C)C(=O)N2CCC3(CC2)NCCc2[nH]cnc23)c1,-2.1,-1,/,101,1,11,102,-11,6
O=C1CCCCC(=O)N(c2ccccc2)c2ccccc21,1.5,-7,14,93,-7,-28,95,-3,-4
CC(C)(C)NC(=O)c1nn2c(C(F)(F)F)cc(-c3ccccc3)nc2c1Br,0.6,10,-7,97,-2,8,98,-10,-4
CCN(CC)S(=O)(=O)c1ccc(N/N=C(\C)c2ccc(OC)cc2O)nc1,0.4,-4,3,104,8,0,102,-6,3
Cc1ccc(-c2nnc(-c3ccccc3S(=O)(=O)Cc3ccc(Cl)cc3)o2)cc1,2.3,-6,7,105,2,19,106,-3,-4
Nc1ccn(C2CC(O)C(CO)O2)c(=O)n1 (centres undefined),-1.0,-10,7,105,8,3,101,3,-2
CC1CCN(C(=O)C2CC(c3ccc(F)cc3)=NO2)CC1 (centres undefined),-1.9,-9,9,105,5,5,104,-1,/
COc1ccc(CNC(=O)CSc2nnnn2C)cc1OC,-0.8,1,1,105,-5,-13,114,-1,-3
COCC(C)NS(=O)(=O)c1ccc(C(=O)NC(Cc2ccccc2)c2ccccc2)cc1 (centres undefined),2.6,4,-1,99,4,-2,95,-44,-10
CC(=O)N1C(=O)/C(=C2\SC(=S)N(NS(=O)(=O)c3ccc(C)cc3)C2=O)c2ccccc21,-0.5,-1,8,94,-7,18,97,-6,-7
Cc1[nH]n(-c2cccc3ccccc23)c(=O)c1/C=N/c1sc2c(c1C#N)CCC2,-1.2,7,34,96,-6,11,91,-8,1
Cc1ccc(NC(=S)N2CCN(C(=O)c3ccccc3)CC2)c(C)c1,0.0,5,6,93,1,17,94,-3,-9
COc1ccccc1CNC(=O)Cn1cc2c(n1)CCCC2,0.9,-2,-1,89,-4,-28,89,0,-2
CCN(CC)S(=O)(=O)c1cccc(C(=O)N[C@H](C(=O)Nc2nc3ccc(F)cc3s2)C(C)C)c1,0.2,1,-16,99,-1,0,108,1,-9
CC(NC(=O)[C@H](C)NC(=O)c1ccco1)c1ccc(S(N)(=O)=O)cc1 (some centres undefined),-0.2,-4,-4,97,-4,5,101,-6,-2
CC1(OC(=O)C2CCCC2)C(=O)C=C2C=C(c3ccsc3)N(CCCCO)C=C2C1=O (centres undefined),2.8,/,13,91,3,-4,92,/,-5
O=C(Nc1scc(-c2ccccc2)c1C(=O)O)c1ccco1,-1.7,10,18,109,5,-2,113,-5,-5
C/C(=N\N=C(N)N)c1cccc(Cl)c1,-1.4,5,12,114,13,-22,105,3,-10
Cc1nn(-c2ccc(Cl)cc2)c2[nH]c(=O)c(CNCc3ccc4c(c3)OCO4)cc12,0.2,-10,-2,98,7,6,96,1,-2
CC(C)Cn1c(-c2cccs2)nc2ccccc21,-1.5,8,10,102,4,24,101,-17,-5
Nc1cccc(S(=O)(=O)NC2=NCCC2)c1,-1.8,-6,-2,97,2,-1,100,-5,-4
C#CCOc1nc(Nc2cccc([N+](=O)[O-])c2)nc(OCC#C)n1,3.8,-64,-19,95,-3,-81,100,10,-7
Cc1cc(C)nc(NS(=O)(=O)c2ccc(NC(=O)NC3CCCCC3)cc2)n1,0.2,1,3,106,8,-11,109,-20,-8
Cc1ccc(S(=O)(=O)Nc2ccc(NC(=O)c3c(F)c(F)c(F)c(F)c3F)cc2)cc1,58*,14,-4,98,-4,-80,104,-13,-9
Cc1onc(-c2ccccc2Cl)c1C(=O)N1CCc2ccccc21,-2.1,7,7,99,-1,10,101,-22,0
O=C(NCN1CCN(c2ccccc2F)CC1)c1ccccc1,-0.8,2,6,101,1,22,100,4,-6
COc1ccc(/C=C2\SC(=O)N(CCNC(=O)Cc3coc4cc(OC)ccc34)C2=O)cc1,-0.8,7,4,98,-1,-1,102,-7,-3
CCOC(=O)N1CCN(C(=O)CSc2nnc(Cc3ccccc3)o2)CC1,2.7,5,10,103,-1,-4,100,-13,-2
S=C(NCCc1ccccc1)NC1CC1,-0.3,-17,3,100,-2,10,96,-1,-5
CC(C)(C)n1nc2c(c1NC(=O)c1cc(Cl)ccc1[N+](=O)[O-])CS(=O)(=O)C2,0.0,5,15,92,-7,7,93,2,-11
Cc1ccc(/C=N/NC(=O)CNC(=O)c2ccc(S(=O)(=O)N(C)C)cc2)o1,-0.2,-2,5,103,-2,8,110,-3,-3
Cc1ccc(NC(=O)CC(=O)Nc2ccc(C)c(C)c2)cc1C,-1.9,-2,16,101,5,5,99,-20,-9
CS(=O)(=O)Nc1ccc2c(c1)nc1n2CCOC1,-1.0,-6,-14,94,-4,15,101,-1,-1

Given as labelled records: entries from further up.
CC(C)(C)n1nc2c(c1NC(=O)c1cc(Cl)ccc1[N+](=O)[O-])CS(=O)(=O)C2
  CRFBP-R2 agonist: 0.0
  HCV NS3 hel inh: 5
  SUMO HTRF inh: 15
  MEKK2wt PB1 HTS: 92
  MEKK2 mut-MEK5: -7
  CRFR2-BP antag: 7
  MEKK3 PB1 HTS: 93
  DNA FID counter: 2
  GalR3 antagonist: -11
Cc1ccc(/C=N/NC(=O)CNC(=O)c2ccc(S(=O)(=O)N(C)C)cc2)o1
  CRFBP-R2 agonist: -0.2
  HCV NS3 hel inh: -2
  SUMO HTRF inh: 5
  MEKK2wt PB1 HTS: 103
  MEKK2 mut-MEK5: -2
  CRFR2-BP antag: 8
  MEKK3 PB1 HTS: 110
  DNA FID counter: -3
  GalR3 antagonist: -3

(next part)
molecule,CRFBP-R2 agonist,HCV NS3 hel inh,SUMO HTRF inh,MEKK2wt PB1 HTS,MEKK2 mut-MEK5,CRFR2-BP antag,MEKK3 PB1 HTS,DNA FID counter,GalR3 antagonist
O=C1CC(C(=O)Nc2cccc(Cl)c2)n2ncnc2N1 (centres undefined),0.7,1,1,104,-1,1,105,-3,2
CN(C1CCCCC1)S(=O)(=O)Cc1ccccc1,-3.9,8,8,101,0,19,99,-2,-7
CCN1CCN(C(=O)C2CCCN(S(=O)(=O)c3cc(Cl)ccc3Cl)C2)CC1 (centres undefined),2.4,-6,6,97,-3,-14,100,8,-3
Cc1cccc(OCC(=O)Nc2ccc(NC(=O)c3ccco3)c(C)c2)c1,0.2,-1,-2,102,8,0,102,-28,-8
Cc1ccc(Cl)cc1NC(=O)C1CC(=O)Nc2ncnn21 (centres undefined),3.4,1,24,101,2,3,106,-3,0
O=C(CN1C(=O)CNC1=O)Nc1ccc(Cl)cc1,0.5,-4,-26,69,-6,10,71,-2,-3
CC(C)(O)CNC(=O)Nc1ccc(Cl)c(Cl)c1,1.8,-14,13,98,0,-16,100,-2,-4
COc1ccc(N(CC(=O)Nc2cc(C)ccc2C)S(=O)(=O)c2c(C)nn(C)c2C)cc1,13,-15,-12,/,/,8,/,-27,/
CCOC(=O)c1c(NCC(C)C)c2ccccc2[nH]c1=O,0.6,1,1,109,11,3,109,-8,-1
COc1cc(CNC(=O)c2cnc(C)cn2)cc(OC)c1,0.0,3,6,98,-7,2,96,-6,-3
COc1ccc(C(=O)/C=C(/C)N(C)C)cc1,0.2,-2,10,102,5,16,100,-5,3
CCOC(=O)N1CCN(CCC(=O)Nc2ccc(Br)cc2)CC1,-1.7,-3,4,98,-4,-4,97,1,-6
COc1ccc(NC(=O)C2CCN(C(=O)c3ccc(OC)cc3)CC2)cc1,1.7,-9,5,102,3,2,102,-12,4
O=C(NCCO)c1cccc(S(=O)(=O)N2CCCCC2)c1,2.9,-5,20,101,4,-7,101,5,-2
CC(C)(C)NC(=O)CN(Cc1ccc2c(c1)OCO2)C(=O)CNC(=O)c1cccs1,/,3,4,94,-8,/,92,-12,/
CC(C)CC(NC(=O)OC(C)(C)C)c1cn([C@@H](Cc2cc3ccccc3[nH]2)C(=O)N2CCN(C(=O)OC(C)(C)C)CC2)nn1 (some centres undefined),0.1,-4,-15,96,-1,-17,103,-49,-2
CCOc1ccccc1N(CC(=O)N1CCCCCC1)S(=O)(=O)c1ccc(C)cc1,31,-7,4,101,-2,-30,103,-53,-4
O=C(CN1CCN(c2ccccc2)CC1)Nc1cccc([N+](=O)[O-])c1,-7.1,-10,12,105,-1,33,103,8,-4
CCOc1ccc(NC(=O)C2CCN(S(=O)(=O)c3c(C)noc3C)CC2)cc1,-1.7,-1,14,107,4,4,104,-24,-4
CSc1nnnn1-c1c(C)cccc1C,-1.1,-12,10,98,-4,6,105,-2,0
CC(C)(C)c1[nH]nc2c1C(c1ccncc1)C(C#N)=C(N)O2 (centres undefined),-1.4,3,35,90,-10,5,82,-3,-5
Cc1nc(-c2cccc(S(=O)(=O)N3CCCCC3)c2)cs1,-2.2,-8,3,90,-15,5,89,-17,-4
O=C1CCc2cc(S(=O)(=O)NC(Cc3ccccc3)C(=O)NC3CCCCC3)ccc2N1 (centres undefined),/,0,3,/,/,/,/,-14,3
CCOC(=O)c1sc2nc(C)nc(Nc3ccc(OC)cc3)c2c1C,-0.2,-2,26,89,-11,-27,97,-10,-9
CCC/C=C1/CCCOC(C(=O)NCCN2CCOCC2)(C(F)(F)F)C1 (centres undefined),-3.4,/,/,101,1,4,105,/,-4
Cc1ccc(-c2nc(S(=O)(=O)c3ccc(C)cc3)c(SCC(N)=O)o2)cc1,0.7,-15,8,102,3,-8,102,-28,-7
CC(=O)C(C)n1c(CN2CCN(C(=O)c3ccco3)CC2)nc2c1c(=O)n(C)c(=O)n2C (centres undefined),0.5,-3,2,95,-1,-4,101,-19,-5
Cc1ccc(N(CC(=O)NCc2ccc(F)cc2)C(=O)c2csnn2)c(C)c1,-4.5,-6,-2,92,0,-29,93,-17,-6
Cc1[nH]c2ccccc2c1CCO,0.5,19,-1,100,2,1,99,-8,-4
